Assay outcomes as filed in PubChem.
POLI inh: blocks human DNA polymerase iota activity. Potency, µM (highest dose often 115 µM), for the others: at the top dose activity, negative = inhibition, usual class: inhibitors. Q9UNA4. 390,000 compounds, 1% hits. Pol iota fluorescent replication assay, 10 min. AID 588590
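Pol iota at 10 nM preincubated 15 min with compounds at room temperature; reaction started with fluorescent substrate, 50 nM final. Fluorescence read kinetically at 0 and 10 min; buffer-only wells as negative control.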
JMJD2A Tudor: inhibitors of human JMJD2A Tudor domain; O75164; Potency, µM (highest dose often 114 µM), inactives show top-dose activity change, negative = inhibition, usual class: inhibitors; AID 504339; AlphaScreen JMJD2A-Tudor / H3K4me3 peptide binding; 390,000 compounds, 4.4% hits; further: on the % scale 0 is the no-effect control and ±100 the full control effect; nearly all actives have a fitted effect of over 50% in size
Pol beta inh: DNA polymerase beta (human) inhibition; Potency, µM (top dose mostly 114 µM), without a hit: at the highest dose activity change, negative = inhibition, actives largely listed as inhibitors; P06746; Pol beta primer extension/strand displacement, fluorescence kinetic; 340,000 compounds, 1.3% hits; further: on the % scale 0 is the no-effect control and ±100 the full control effect
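10 nM enzyme + cpd, 15 min RT; start with substrate 50 nM final; read 0 min and after 10 min RT. Corrected, normalized data; 4-parameter Hill curve fit.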
BLM helicase inh: blocks DNA unwinding by human BLM helicase; recombinant BLM DNA unwinding, fluorescence dequenching; Potency, µM (top dose mostly 56.1 µM), for the others: top-dose activity change, negative = inhibition, usual class: inhibitors; 350,000 compounds, 0.2% hits; AID 2528;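 further: plate controls were vehicle for no effect and no enzyme for full effect; nearly all actives have a fitted effect of over 35% in size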
APEX1 inh: APE1 (human) endonuclease inhibition; P27695; recombinant APE1, TAMRA/BHQ-2 abasic DNA cleavage fluorescence; Potency, µM (highest dose often 65.8 µM), without a hit: at the top dose activity change, negative = inhibition, most hits filed as inhibitors; 350,000 compounds, 0.35% hits; AID 2517;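 further: plate controls were vehicle for no effect and reference inhibitor for full effect; nearly all actives have a fitted effect of over 55% in size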
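Compound pre-exposure to 0.75 nM APE1, 15 min at ambient temperature. Reaction initiated with 50 nM TAMRA/BHQ-2 THF substrate, read immediately in kinetic mode, 525 nm excitation, 598 nm emission.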
Pol kappa inh: DNA polymerase kappa (human) inhibition. Potency, µM (top dose mostly 107 µM), without a hit: top-dose activity, negative = inhibition, usual class: inhibitors. 400,000 compounds, 0.53% hits. purified Pol kappa, fluorescent DNA synthesis assay, 10 min; further: on the % scale 0 is the no-effect control and ±100 the full control effect
Target sequence (Q9UBT6 whole entry, looked up): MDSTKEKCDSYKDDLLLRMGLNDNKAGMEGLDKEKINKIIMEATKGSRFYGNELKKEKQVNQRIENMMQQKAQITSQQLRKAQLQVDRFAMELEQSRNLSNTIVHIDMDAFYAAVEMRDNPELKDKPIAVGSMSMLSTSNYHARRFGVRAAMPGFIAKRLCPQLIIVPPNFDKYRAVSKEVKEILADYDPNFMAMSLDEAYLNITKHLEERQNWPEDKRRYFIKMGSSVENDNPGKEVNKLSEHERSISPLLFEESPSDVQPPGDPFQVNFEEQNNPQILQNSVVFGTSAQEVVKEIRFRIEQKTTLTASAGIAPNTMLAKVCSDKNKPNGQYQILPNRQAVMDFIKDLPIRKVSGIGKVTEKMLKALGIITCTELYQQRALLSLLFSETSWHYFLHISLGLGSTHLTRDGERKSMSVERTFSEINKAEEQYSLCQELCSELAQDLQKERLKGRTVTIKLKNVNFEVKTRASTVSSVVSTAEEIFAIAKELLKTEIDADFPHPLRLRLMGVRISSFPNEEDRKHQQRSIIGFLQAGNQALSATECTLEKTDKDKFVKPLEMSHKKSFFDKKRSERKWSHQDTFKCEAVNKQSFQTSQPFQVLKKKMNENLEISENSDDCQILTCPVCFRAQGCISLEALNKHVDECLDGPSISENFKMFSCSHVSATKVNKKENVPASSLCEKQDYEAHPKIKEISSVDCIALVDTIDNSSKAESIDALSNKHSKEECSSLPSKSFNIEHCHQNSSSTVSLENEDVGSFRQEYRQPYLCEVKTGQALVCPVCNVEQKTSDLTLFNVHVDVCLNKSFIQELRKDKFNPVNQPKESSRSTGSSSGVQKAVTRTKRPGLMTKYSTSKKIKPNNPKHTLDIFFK
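Pol kappa 10 nM + cpd, 15 min RT; start w/ substrate 50 nM final; fluorescence kinetic read, 0 and 10 min. Neg ctrl: buffer, no enzyme.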
BAZ2B block: BAZ2B (human) inhibition | Q9UIF8 | AlphaScreen BAZ2B-H3K14Ac peptide displacement | Potency, µM (series often up to 114 µM), for the others: top-dose activity change, negative = inhibition, hits mostly inhibitors | 360,000 compounds, 4.4% hits | AID 504333; further: on the % scale 0 is the no-effect control and ±100 the full control effect; nearly all actives have a fitted effect of over 60% in size
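Protein-peptide AlphaScreen: BAZ2B 50 nM, b-H3K14Ac 50 nM, 1x PBS pH 7.4 + 0.01% Tween-20. Preincubation 30 min RT; cpd 30 min RT (top 110 uM); beads 20 min RT, light-protected.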
POLH inh: inhibitors of human DNA polymerase eta | Q9Y253 | 390,000 compounds, 1.2% hits | Potency, µM (top dose mostly 114 µM), inactives show top-dose activity change, negative = inhibition, actives largely listed as inhibitors | recombinant Pol eta, fluorescent DNA replication assay; further: on the % scale 0 is the no-effect control and ±100 the full control effect
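Pol eta (10 nM) was preincubated with compounds for 15 min at room temperature, after which fluorescent replication substrate (50 nM final) was added to start the reaction. Fluorescence was read kinetically at 0 and 10 min.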
G9a block: inhibitors of human histone lysine methyltransferase G9a; Q96KQ7; G9a H3K9 monomethylation, AlphaScreen, 2 h; Potency, µM (titrated, usually from 102 µM), without a hit: at the top dose activity, negative = inhibition, actives largely listed as inhibitors; 350,000 compounds, 8.8% hits; further: on the % scale 0 is the no-effect control and ±100 the full control effect; nearly all actives have a fitted effect of over 75% in size
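Using a bead-based AlphaScreen, monomethylated H3K9 product from 2 h room-temperature reactions (G9a 20 nM, peptide 500 nM, SAM 20 uM) was detected with 0.5 ug/mL rabbit anti-H3K9me1 antibody.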
Numbers without * were called inactive; ? = inconclusive; · = no result given; [ ] = dose if it differs, or a comment. The call rests on the fitted dose curve; in most records, active means well fitted curve in the direction sought with a large enough effect; inconclusive means small, poorly fitted or top-dose-only effect, or another doubt; inactive means no such curve, though single readings can be large; an effect the other way counts as inactive or inconclusive. Potency means the concentration at half of the fitted maximal effect. Some of the compounds tested. The share of hits here may be higher or lower than overall.

SMILES | POLI inh | JMJD2A Tudor | Pol beta inh | BLM helicase inh | APEX1 inh | Pol kappa inh | BAZ2B block | POLH inh | G9a block
Cc1ccccc1NC(=O)CCCn1nc(C)c2c(C)n(-c3ccccc3)nc2c1=O | 21% | -6% | 40% | 2% | 38%[activator] | 13% | -10% | -5% | 7%
CN(Cc1ccccc1)c1nc2c(c(=O)[nH]c(=O)n2C)n1C | ? | -20% | 21% | 5% | 1% | -3% | -5% | -1% | 3%[59 µM]
CCOc1ccc(N(CC(=O)Nc2ccccc2C(=O)N2CCOCC2)S(=O)(=O)c2ccc(F)cc2)cc1 | 30% | -12% | 4% | -1% | 1% | -4% | -6% | -16% | -4%[59 µM]
COc1ccc2c(c1)CCc1c(C(=O)N3CCOCC3)noc1-2 | 9% | 4% | 7% | 0% | -1% | 7% | -3% | -2% | 20%[59 µM]
Cc1ccc(NC(=O)COC(=O)CCc2nc3ccccc3n2-c2ccccc2)c(C)c1 | 1% | -1% | -6% | -5% | 12% | -2% | -4% | -17% | 19%[59 µM]
CCC(C(=O)NC1CCCC1)N(C(=O)Cn1nnc(-c2ccc(C)o2)n1)c1ccc(OC)c(OC)c1 (stereo not given) | 80%[activator] | 7% | -18% | -3% | -7% | -9% | -19% | -10% | ?
COc1ccc(C(=O)OCC(=O)Nc2ccc3[nH]c(=O)[nH]c3c2)cc1 | 30%[activator] | -11% | · | · | 19% | -12% | 1% | -22% | 6%[0.501 µM]
CCc1ccccc1N(C(=O)c1cccs1)C1C=CS(=O)(=O)C1 (stereo not given) | 13% | -7% | 1% | 0% | -4% | -5% | -7% | -7% | -13%
CCOc1ccccc1/C=C/C(=O)NCC(=O)N1CCC(N(C)C2CCCCC2C)CC1 (stereo not given) | 1% | -12% | 10% | 0% | 28% | -5% | -11% | -1% | ?
Cn1cccc1/C=N/NC(=O)CSc1nc2ccccc2[nH]1 | -14%[58.9 µM] | -19% | 10% | 0% | -6% | -6% | -37% | -15% | ?
O=C(/C=C/NCc1cccnc1)c1ccc(-c2ccccc2)cc1 | ? | -32% | 2% | -6% | 17% | -2% | -30% | -19% | ?
COc1ccccc1CN1C(=O)[C@@H]2C(CC(N)=O)NC3(C(=O)Nc4c3ccc(Cl)c4C)[C@@H]2C1=O (stereo not given in full) | 0% | -19% | 17% | -5% | 5% | -19% | 7% | -15% | -18%
O=C(CCN1CCN(CCO)CC1)Nc1ccc(OCc2ccccc2)cc1 | 9% | -4% | 25% | 1% | 19% | -2% | 1% | -9% | -4%[59 µM]
Cc1ccc(NC(=S)NNC(=S)Nc2ccc(C)cc2C)cc1 | 52%[activator] | ? | 0% | -4% | -12% | -9% | -19% | -3% | -28%
COc1ccc(N2CCN(C(=O)C(CCSC)N=C3NS(=O)(=O)c4ccccc43)CC2)cc1 (stereo not given) | -5% | -25% | ? | -2% | -1% | -8% | ? | 2% | ?
CCN(CC)C(=O)c1sc(NC(=O)c2cccnc2)c(C(=O)OC)c1C | 6% | 1% | 15% | -1% | 0% | -2% | 9% | -16% | 7%[59 µM]
O=C(N/N=C/c1ccccc1O)c1ccncc1 | -6% | 50µM* | · | 1% | 2% | 3% | 35µM* | 1% | 33%[59 µM]
Cc1cc(N2CCOCC2)nc2ccc(NC(=S)N3CCCCC3C)cc12 (stereo not given) | 13% | ? | -25% | -12% | -4% | -20% | · | -6% | 45µM*
COc1ccc2[nH]cc(CCNc3nc(-c4cccnc4)nc4ccccc34)c2c1 | · | · | · | -3% | 11% | -9%[60.1 µM] | · | · | -3%[0.501 µM]
COc1ccc(Nc2nc(N3CCCC3)nc(N3CCCC3)n2)c(OC)c1 | 10% | -27% | 11% | -2% | 3% | -1% | -9% | -10% | -3%[12.7 µM]
Cc1ccc(OCc2ccc(C(=O)N3CCCC3)o2)cc1C | 8% | -10% | 5% | 1% | -11% | 4% | -5% | -21% | 30%
O=C(COC(=O)CCOc1ccccc1)NCCc1ccccc1 | 12% | -1% | · | · | 49%[activator] | -2% | 2% | -14% | ?
CN(C(=S)NC(=O)c1ccc(F)cc1)C1CCCCC1 | -6% | -24% | -21% | -2% | 31% | -1% | -26% | -1% | 16%
Cc1ccc(C(c2nnnn2C(C)(C)C)N(Cc2ccco2)Cc2cccs2)cc1 (stereo not given) | 8% | -4% | ? | -12% | -1% | -4% | -19% | -24% | -24%[12.7 µM]
COc1ccccc1N1CCN(C(=O)c2ccc(Br)o2)CC1 | 11% | -18% | · | · | 32% | -16% | · | 0% | ·

Some entries already given, reduced to POLI inh and Pol beta inh:
mol	POLI inh	Pol beta inh
COc1ccc(C(=O)OCC(=O)Nc2ccc3[nH]c(=O)[nH]c3c2)cc1	30%[activator]	·
Cc1ccc(NC(=S)NNC(=S)Nc2ccc(C)cc2C)cc1	52%[activator]	0%
COc1ccccc1CN1C(=O)[C@@H]2C(CC(N)=O)NC3(C(=O)Nc4c3ccc(Cl)c4C)[C@@H]2C1=O (stereo not given in full)	0%	17%

Carrying on.
SMILES | POLI inh | JMJD2A Tudor | Pol beta inh | BLM helicase inh | APEX1 inh | Pol kappa inh | BAZ2B block | POLH inh | G9a block
Cn1ncc2c(Nc3cc(Cl)cc(Cl)c3)ncnc21 | -22% | -20% | 37% | -2% | -12% | -22% | -11% | -9% | -5%
Cc1cccc(C(=O)O/N=C(\c2ccccc2)c2cccnc2)c1 | -25% | 5% | 24% | -1% | 2% | 7%[60.1 µM] | -1% | 4% | 14%[59 µM]
O=C1c2ccccc2C(Nc2ccc3c(c2)OCO3)N1Cc1ccco1 (stereo not given) | -1% | 56µM* | 7% | -9% | 0% | -21% | 45µM* | 5% | 10µM*
Cc1ccc(O)c(C(=O)c2cnc3c(c2)c(-c2ccc(F)cc2)c(C#N)c(=O)n3C)c1 | 1% | -26% | 0% | -2% | -6% | -23% | -30% | -16% | -49%
COc1ccc2oc(=N)c(C(=O)NCc3ccccc3)cc2c1 | 116%[activator] | -14% | 2% | -6% | 18% | -1% | -4% | -18% | 35µM*
O=C(c1ccncc1)c1ccc(Br)cc1 | 33% | -4% | 27% | 1% | 18% | 2% | -2% | -10% | 1%[12.7 µM]
CCN(C(=O)COc1cccnc1[N+](=O)[O-])C1CCS(=O)(=O)C1 (stereo not given) | 2% | -4% | 96% | -1% | 0% | -12% | 0% | -15% | -7%[59 µM]
Cc1ccc(-c2nc(CSCC(=O)N3CCOCC3)c(C)o2)cc1 | 1% | 0% | 1% | 1% | -8% | -2% | -29% | -8% | -45%
O=C(O)C1CCN(C(=O)c2ccc3c(c2)OCO3)CC1 | -5% | -1% | 32% | -4% | 21% | 8% | -9% | -1% | 35%
CCOC(=O)c1ccc(NC(=S)N(CCCN2CCN(C)CC2)Cc2cccs2)cc1 | 69%[activator] | -27% | -8% | -1% | 1% | -4% | -14% | -1% | ?
CCOc1ccc(C(=O)OCC(=O)Nc2cccnc2Cl)cc1OCC | 22% | -7% | · | · | 0% | -2% | · | -17% | ·
Cc1ccc(SCCC(=O)Nc2ccccc2C(=O)NC2CCCCC2)cc1 | 129%[activator] | -1% | 8% | -4% | 0% | -15% | -19% | 1% | 9%[59 µM]
COc1ccccc1-c1cc(NC(=O)COc2ccc(C)c(C)c2)n(-c2ccccc2)n1 | -6% | -15% | -30% | -12% | · | -9%[60.1 µM] | 6% | -6% | 7%[59 µM]
COCCCN(C(=O)CSCc1ccc(C)cc1)c1c(N)n(Cc2ccccc2)c(=O)[nH]c1=O | 55%[activator] | -8% | · | · | 6% | -9% | 7% | 0% | -49%
Cc1nnc2n1N=C(c1ccc(F)cc1F)CS2 | 4% | 5% | · | · | -4% | 5% | 8% | -6% | -10%[2.33 µM]
CCCCn1nc(C(=O)N[C@@H](CCSC)c2nc3ccccc3[nH]2)c2ccccc2c1=O | 4% | -25% | 8% | -13% | 6% | -10% | -37% | -5% | ?
COc1ccc(S(=O)(=O)N(CC(=O)NCCSc2ccccc2)c2ccc(Cl)cc2)cc1 | -2% | -2% | 34% | -10% | · | 0% | 2% | -9% | -27%[59 µM]
Cc1ccc(C(OCC(O)CN2CCCCC2CO)c2ccccc2)cc1 (stereo not given) | -4% | 45µM* | -3% | -8% | 1% | 1% | 50µM* | -21% | 8%[12.7 µM]
Cc1noc(C)c1COc1ccc(C(=O)OCC(=O)NC(=O)C2COc3ccccc3O2)cc1 (stereo not given) | 1% | -14% | 10% | -7% | -2% | -20% | -4% | -5% | -27%
COc1cc(OC)cc(C(=O)NCC(=O)N2CCN(S(=O)(=O)c3ccccc3F)CC2)c1 | 24% | -7% | · | · | 20% | 6% | · | -15% | ·
CC1CCN(S(=O)(=O)c2ccc3nc(N4CCN(c5ccccc5F)CC4)ccc3c2)CC1 | 28% | 4% | -13% | 2% | · | 2% | -17% | -13% | ?
O=C(/C=C/c1ccccc1)C1=C(O)C(=O)N(CCO)C1c1ccc2c(c1)OCO2 (stereo not given) | 54%[activator] | ? | -11% | -3% | 9% | -8% | -26% | -9% | ?
N/C(=N\OC(=O)C1CCCCC1)c1ccncc1 | 51%[activator] | -9%[11.4 µM] | 7% | 0% | 9% | -10% | 5% | -13% | -7%
CC(NCc1ccc(S(N)(=O)=O)cc1)C(=O)Nc1cc([N+](=O)[O-])ccc1Cl (stereo not given) | 92%[activator] | -10% | 1% | 1% | -5% | -11% | -31% | 0% | ?
Cc1ccc(S(=O)(=O)N2CCN(CC(=O)N3CCOCC3)CC2)cc1 | 10% | -5% | -1% | -3% | -15% | 7% | 4% | -20% | -11%[12.7 µM]
CN=C1SC(C(=O)O)CC(=O)N1C (stereo not given) | 89µM* | 6%[57.1 µM] | ? | 1% | 4% | -4% | 4% | 13% | -13%[59 µM]

Some of these compounds in order of SMILES length, smallest number first:
SMILES | POLI inh | JMJD2A Tudor | Pol beta inh | BLM helicase inh | APEX1 inh | Pol kappa inh | BAZ2B block | POLH inh | G9a block
CCOc1ccc(C(=O)OCC(=O)Nc2cccnc2Cl)cc1OCC | 22% | -7% | · | · | 0% | -2% | · | -17% | ·
CCOC(=O)c1ccc(NC(=S)N(CCCN2CCN(C)CC2)Cc2cccs2)cc1 | 69%[activator] | -27% | -8% | -1% | 1% | -4% | -14% | -1% | ?
COc1cc(OC)cc(C(=O)NCC(=O)N2CCN(S(=O)(=O)c3ccccc3F)CC2)c1 | 24% | -7% | · | · | 20% | 6% | · | -15% | ·
